Screens: PubChem, Sanford-Burnham Center for Chemical Genomics
SENP8 block = blocks human SENP8 cleavage of Nedd8 substrate; inhibition, % at 20 µM; hit rate 0.64% among 360,000; AID 602440; recombinant SENP8, Nedd8 substrate fluorescence; in the data active = inhibition mostly above about 40%, no sharp cut-off; inactive = mostly below about 27%
Target sequence (Q96LD8 whole entry, looked up): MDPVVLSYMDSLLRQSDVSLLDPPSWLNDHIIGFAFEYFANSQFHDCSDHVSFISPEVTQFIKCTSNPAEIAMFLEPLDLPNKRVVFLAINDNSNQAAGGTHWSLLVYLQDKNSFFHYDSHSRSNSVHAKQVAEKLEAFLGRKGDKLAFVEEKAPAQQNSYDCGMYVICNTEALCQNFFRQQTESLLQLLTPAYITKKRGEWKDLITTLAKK
PfG6PD inh = PfG6PD (Plasmodium falciparum) enzyme inhibition | PfGluPho enzyme, NADPH resazurin-diaphorase fluorescence | inhibition, % at 20 µM | hit rate 0.78% among 350,000;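 active = inhibition reaching at least a set limit at 20 µM in the primary screen, cut at about 59% in these data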;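 also: 0% = DMSO wells with substrate and 100% = DMSO wells lacking glucose-6-phosphate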
NR3A LBD binder = modulates the human NR3A ligand-binding domain | NR3A LBD differential scanning fluorimetry, Tm shift; 0% = protein alone, 100% = glycine-bound protein | Tm shift relative to glycine control, % at 25 µM | hit rate 2.5% among 340,000;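 active = melting temperature shift of at least 10% of the positive control shift, at one fixed dose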
ATG4B inh = ATG4B (human) cysteine protease inhibition; Q9Y4P1; ATG4B cleavage of LC3-PLA2, NBD-HPC fluorescence, 1 h; inhibition, % at 8.33 µM; hit rate 0.51% among 340,000; in the data active = inhibition above about 40%
Target sequence (Q9Y4P1 whole entry, looked up): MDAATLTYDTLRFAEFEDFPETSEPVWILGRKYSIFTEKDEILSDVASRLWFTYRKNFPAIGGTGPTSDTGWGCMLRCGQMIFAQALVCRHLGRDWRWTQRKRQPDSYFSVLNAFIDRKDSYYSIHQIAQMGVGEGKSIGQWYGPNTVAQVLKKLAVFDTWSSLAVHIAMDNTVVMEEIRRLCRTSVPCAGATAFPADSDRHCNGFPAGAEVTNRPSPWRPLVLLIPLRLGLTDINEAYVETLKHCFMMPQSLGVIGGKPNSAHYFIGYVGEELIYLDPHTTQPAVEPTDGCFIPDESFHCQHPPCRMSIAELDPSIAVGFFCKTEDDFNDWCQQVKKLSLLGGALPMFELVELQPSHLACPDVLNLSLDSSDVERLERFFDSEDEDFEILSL
SENP7 block = inhibitors of human SENP7 protease; recombinant SENP7, Z-RLRGG-aminoluciferin luminescence, 40 min; inhibition, % at 5 µM; hit rate 1.5% among 330,000;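 active = inhibition above about 50% at the single test dose, limit read from the data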;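 also: plate controls were DMSO with enzyme for no effect and no enzyme buffer wells for full effect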
SENP6 inh = blocks the human protease SENP6; Q9GZR1; Recombinant SENP6 catalytic domain, aminoluciferin luminescence; inhibition, % at 10 µM; hit rate 1.8% among 330,000; AID 2599;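 active = inhibition above about 50% at the single tested dose, limit read from the data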;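 also: plate controls were DMSO wells with enzyme for no effect and DMSO wells lacking enzyme for full effect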
Target sequence (Q9GZR1 628-1112 limits assumed): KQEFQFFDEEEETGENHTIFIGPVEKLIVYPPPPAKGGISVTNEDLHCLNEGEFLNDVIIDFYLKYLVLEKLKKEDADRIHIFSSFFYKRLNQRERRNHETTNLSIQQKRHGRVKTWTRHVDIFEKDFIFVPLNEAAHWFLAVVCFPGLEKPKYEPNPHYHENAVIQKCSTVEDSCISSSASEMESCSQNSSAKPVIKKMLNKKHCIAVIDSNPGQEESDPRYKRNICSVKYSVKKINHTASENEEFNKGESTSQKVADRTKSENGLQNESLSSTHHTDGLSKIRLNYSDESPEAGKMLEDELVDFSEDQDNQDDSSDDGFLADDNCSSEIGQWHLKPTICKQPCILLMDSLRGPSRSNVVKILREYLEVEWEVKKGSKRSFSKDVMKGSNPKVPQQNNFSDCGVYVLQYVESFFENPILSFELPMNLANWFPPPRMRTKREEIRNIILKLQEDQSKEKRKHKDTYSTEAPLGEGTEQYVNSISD
MPTP block = permeability transition pore inhibition | hit rate 1.4% among 360,000 | inhibition, % at 10 µM | isolated mouse mitochondria, Ca2+ swelling absorbance, 30 min;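 active = inhibition of 50% or more, scaled per plate between neutral and stimulator controls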;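 also: 0% = DMSO wells given calcium and 100% = 1 mM EGTA wells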
HKDC1 inhibitor = blocks human hexokinase HKDC1 activity. Q2TB90. recombinant HKDC1, G6PDH/diaphorase resazurin coupled fluorescence. hit rate 0.16% among 340,000. AID 493160. inhibition, % at 20 µM;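 active = inhibition above about 35% when tested at 20 µM, limit read from the data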;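 also: plate controls were DMSO wells with enzyme for no effect and DMSO wells lacking enzyme for full effect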
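Assay system – recombinant HKDC1 (HK5) hexokinase enzyme, produced in-house · Input – HKDC1 at 5 µg/mL · Reagent – glucose plus 1 mM ATP as hexokinase substrates · Timing – 90 min reaction incubation at room temperature, dark · Measured by – G6PDH/diaphorase-coupled fluorescence, 1 mM NADP, 100 µM resazurin, 525/613 nm · Benchmarks – DMSO-enzyme wells negative, buffer-substituted wells positive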
* = called active by the depositor; i = inactive; . = no result given. An unsorted share of the library; overall some 6.9% were active at least once.

Results follow in this order: SENP8 block	PfG6PD inh	NR3A LBD binder	ATG4B inh	SENP7 block	SENP6 inh	MPTP block	HKDC1 inhibitor
Cn1c(N)c(C(=O)c2ccc(C#N)cc2)c(=O)n(C)c1=O
    12.9	21.9	0.8	0.5	10.4	2.7	-0.9	-10.6
CC(C)CNS(=O)(=O)c1cc(C(=O)OCC(=O)N2CCOCC2)c(Cl)cc1Cl
    1.9	-3.2	-0.1	-6.9	4.2	-27.7	1.2	0.8
COc1ccc(OCC(=O)NNC(=O)c2cccc(S(=O)(=O)N(C)C)c2)cc1
    10.9	-27.7	-1.9	4.6	1.3	-3.1	-0.3	-14.7
COc1ccc(C)cc1NC(=O)CCN1CCCC1
    20.8	5.8	0.5	0.0	4.7	-10.2	-0.6	-2.6
CCOC(=O)NC(=O)c1cn(Nc2ncc(Cl)cc2C(F)(F)F)c(=O)[nH]c1=O
    2.7	18.4	2.2	-6.0	0.4	0.6	0.0	-4.0
CCC(NC(=S)NC1CCCCC1)c1ccc(C)cc1 (stereo unspecified)
    1.8	.	.	.	7.5	-12.9	1.0	.
Nc1nc(F)nc2c1ncn2[C@@H]1O[C@H](CO)[C@@H](O)[C@@H]1O
    6.2	-13.7	0.6	3.1	4.2	-4.2	4.6	-1.1
Cc1ccc(S(=O)(=O)N(C)C)cc1NC(=S)N(C)C1CCN(C)CC1
    9.1	11.4	2.1	0.6	0.4	-1.4	0.3	-3.8
Cn1ncc([N+](=O)[O-])c1C(=O)Nc1ccccc1Cl
    12.1	-15.1	-1.2	-0.8	10.1	0.1	-1.2	-4.7
COCCn1c(SCc2ccccc2Cl)nc2c1c(=O)[nH]c(=O)n2C
    16.9	-2.3	-1.7	-1.8	0.9	0.8	-0.7	-1.4
COc1cccc(CNC(=O)Cn2ncc3c(=O)oc4ccccc4c32)c1
    14.3	-0.8	1.4	-2.5	4.3	-3.7	1.2	-5.1
O=C(c1cc2ccccc2o1)N(Cc1ccco1)Cc1cccs1
    -8.5	3.4	3.1	7.5	-7.9	-13.0	-1.5	0.8
CC(=O)Oc1cc(C(=O)OCC(=O)N2CCc3ccccc3C2)cc(OC(C)=O)c1OC(C)=O
    0.3	-42.1	1.1	-0.1	-3.6	-11.3	-0.8	-5.0
C/C(=N\NC(=O)c1ccccc1)c1ccc(N2CCCCC2)cc1
    -24.1	5.0	-5.2	-7.3	2.1	-5.0	-0.6	-3.3
COC(=O)c1c(NC(=O)CSc2ncnc3c2cnn3-c2ccccc2Cl)sc2c1CCCC2
    2.3	4.5	-1.3	-10.6	1.0	4.0	8.9	-0.9
O=C(Cn1cnc2ccccc2c1=O)NCc1cccs1
    9.8	3.0	0.2	-1.4	11.4	9.6	0.5	1.9
CCN1CCN(C(=O)c2cc3cc([N+](=O)[O-])ccc3oc2=O)CC1
    28.6	-2.7	-0.8	3.8	5.1	5.7	-0.4	-4.5
COc1ccc(-c2sc(Nc3cccc4ccccc34)n[n+]2C)c(C)c1C
    -176.6	7.4	-8.9	-1.0	.	.	-1.5	-3.2
COc1ccc(C(=O)Nc2ccccc2C(=O)N2CCCCCC2)cc1OC
    1.8	11.6	-0.3	-8.2	-3.0	8.8	0.6	-4.2
Cc1cnc(=O)[nH]c1SCC(=O)Nc1nccs1
    8.5	12.6	1.3	-0.6	-0.7	-7.5	0.3	3.7
CCOC(=O)c1c(NC(=S)Nc2ccc(OCC)cc2)sc2c1CCN(C)C2
    -19.2	15.6	4.4	-7.9	2.4	-6.9	3.1	2.6
CCOc1ccccc1NC(=O)CN1CCC(NC(=O)c2ccccc2)CC1
    19.0	-14.3	0.2	4.1	-1.5	-20.6	10.0	-3.8
COc1ccc(NC(=O)CCC(=O)N(Cc2ccc(OC)c(OC)c2)c2nccs2)c(OC)c1
    5.6	-11.6	-1.3	0.5	-5.4	-4.0	0.0	15.6
CN(C(=O)c1ccccc1C(=O)OCC(=O)Nc1ccccc1)c1ccccc1
    5.5	0.7	1.7	-31.5	-2.4	-8.9	0.1	-5.4
CCCC(C(=O)NC(C)(C)C)N(CC1CCCO1)C(=O)c1snc(C(N)=O)c1N (stereo unspecified)
    -353.8	-8.1	-2.5	-4.1	4.1	-9.3	1.7	-5.5
CCOC(=O)c1ccc(CNC(=O)c2cc(C(C)(C)C)oc2C)o1
    23.8	-5.7	1.7	-7.3	4.8	4.1	43.3	2.1
O=C(CN1CCCCC1)Nc1nc(-c2ccc(F)c(F)c2)cs1
    12.7	-6.7	-3.2	5.0	-9.3	2.3	2.4	4.1
N#CCCN(Cc1ccccc1)C(=S)Nc1ccc(F)cc1
    22.9	-10.0	0.2	-1.8	10.1	-7.9	1.5	-0.5
COc1cc(OC)nc(NC(C)=O)n1
    16.3	-5.5	-1.0	3.6	-9.7	0.4	-1.6	-14.7
O=C(NCC(c1ccco1)N1CCc2ccccc21)c1ccccc1Cl (stereo unspecified)
    13.3	11.8	1.8	9.5	-5.4	-0.7	-2.2	-2.0

Three compounds already listed, ordered by the number in SENP7 block, ascending.
SMILES	SENP7 block
COc1ccc(C(=O)Nc2ccccc2C(=O)N2CCCCCC2)cc1OC	-3.0
Nc1nc(F)nc2c1ncn2[C@@H]1O[C@H](CO)[C@@H](O)[C@@H]1O	4.2
COc1cccc(CNC(=O)Cn2ncc3c(=O)oc4ccccc4c32)c1	4.3

Profiles from above. Screens in order: SENP8 block	PfG6PD inh	NR3A LBD binder	ATG4B inh	SENP7 block	SENP6 inh	MPTP block	HKDC1 inhibitor
`O=C(CN1CCCCC1)Nc1nc(-c2ccc(F)c(F)c2)cs1` reads 12.7	-6.7	-3.2	5.0	-9.3	2.3	2.4	4.1
`CCCC(C(=O)NC(C)(C)C)N(CC1CCCO1)C(=O)c1snc(C(N)=O)c1N` (stereo unspecified) reads -353.8	-8.1	-2.5	-4.1	4.1	-9.3	1.7	-5.5

(further entries)
Results follow in this order: SENP8 block	PfG6PD inh	NR3A LBD binder	ATG4B inh	SENP7 block	SENP6 inh	MPTP block	HKDC1 inhibitor
CCCN(CC(=O)Nc1ccccc1OC)C(=O)CCC(=O)c1ccc(OCC)cc1
    -10.1	0.6	0.1	-5.9	-13.7	-11.0	-0.7	-0.4
CCOC(=O)c1ccc(N2C(=O)C=C(N3CCOCC3)C2=O)cc1
    11.3	-20.7	0.6	-3.5	5.2	7.1	0.5	1.8
COc1cc(/C=C/C(=O)c2ccc(NS(=O)(=O)c3ccc(C)cc3)cc2)cc(OC)c1O
    -101.6	12.3	11.2*	-20.7	.	.	2.4	22.7
COc1ccc(CN(C(=O)c2snc(C(N)=O)c2N)C(C(=O)NC2CCCC2)c2ccc(OC)c(OC)c2)cc1 (stereo unspecified)
    -321.2	0.6	-0.2	-5.0	-3.8	-23.7	-1.6	-1.0
CCCn1c(SCC(=O)NCC)nc2sc3c(c2c1=O)CCC3
    8.4	-4.0	-0.6	-5.6	1.4	-14.9	0.5	-5.4
O=C(C[C@H]1C[C@H](C(=O)N2CCCCC2)[C@@]2(CCc3ccccc3)c3[nH]c4cc(-c5ccco5)ccc4c3CCN2C1=O)NCc1ccco1
    -376.2	24.4	0.3	-0.9	-2.9	.	1.0	0.1
CS(=O)(=O)N(CC(=O)N1CCCC1)c1cccc(Cl)c1Cl
    6.3	5.2	0.8	-0.8	-2.3	1.6	-0.9	9.6
CCN(CC(=O)Nc1c(F)cccc1F)C(=O)CSc1nc2ccccc2o1
    6.6	-1.5	-0.4	-10.1	-2.2	0.1	-1.9	-2.6
O=C(CNC(=O)c1cccs1)OCC(=O)c1ccc(Br)cc1
    14.2	-11.8	0.3	-8.0	-5.7	-5.2	-0.7	-6.0
COC(=O)CSc1nc2c(cnn2-c2ccc(Cl)cc2)c(=O)[nH]1
    11.6	-15.1	0.0	2.8	0.9	13.8	0.5	2.8
OCC(O)C1OC(Oc2ccccc2)C(O)C(O)C1O (stereo unspecified)
    8.7	2.6	-4.0	-5.3	.	.	0.3	-3.2
Cc1cccc(C)c1NC(=O)CNC(=O)CCCN1C(=O)c2cccc3cccc(c23)C1=O
    i	-4.3	1.0	-9.2	8.1	-4.9	0.4	-4.0
Cc1ccc(NC(=O)CNC(=O)c2sc3ccccc3c2Cl)nc1
    -7.2	-5.5	-2.0	7.3	3.5	-11.7	-0.2	-7.2
Cc1nn(C(C)(C)C)c(OC(=O)c2cccs2)c1Sc1ccccc1
    6.3	-3.5	0.6	16.7	3.2	14.3	1.3	-1.6
COc1ccc(C2=NS(=O)(=O)N(C)C(C(=O)Nc3cc(OC)c(OC)c(OC)c3)=C2)cc1
    15.9	27.4	-10.2	-8.1	1.7	0.9	0.3	0.8
CCn1cnc2cc(NCc3ccccc3Cl)ccc21
    -102.9	9.4	-0.5	11.0	2.6	-3.5	0.5	-0.9
O=C(COC(=O)Cc1ccsc1)NCc1ccccc1
    26.3	13.1	0.1	-3.0	-2.4	-18.2	0.1	12.6
Cn1nc([N+](=O)[O-])c(C(C#N)c2ccccn2)c(Cl)c1=O (stereo unspecified)
    -210.4	45.6	0.1	-3.6	-0.4	13.2	2.1	18.3
COc1cccc(C(=O)N2CCN(Cc3ccc(OC)cc3OC)CC2)c1
    13.9	-0.8	1.8	-3.1	1.3	14.8	0.2	5.8
CC(=O)Nc1ccc(S(=O)(=O)N(C)CC(=O)Nc2cccc(S(=O)(=O)N3CCCC3)c2)cc1
    13.8	5.7	-0.4	-3.9	6.3	-14.8	-1.5	4.0
Cn1c(-c2ccc(Cl)cc2)ccc(C#N)c1=O
    -12.9	-18.2	0.5	-0.1	-3.1	-5.8	-0.8	4.5
FC(F)(F)c1cc(Cl)c2nnc(C(F)(F)Cl)n2c1
    9.9	-14.4	-3.5	-3.1	-7.5	-25.6	-0.4	-14.2
O=C(NCCCN1CCCC1=O)c1cc(-c2cccnc2)nc2ccc(Cl)cc12
    -57.2	-29.3	2.2	5.5	11.0	-14.3	-0.6	-6.3
CNC(=O)c1ccc(NC(=O)C2CCN(c3ncnc4sc(C)c(C)c34)CC2)cc1
    0.2	-3.6	-3.3	-5.4	5.6	8.8	-1.3	11.4
Nc1c(C(=O)Nc2ccc(F)cc2)sc2nc(-c3ccco3)ccc12
    -301.3	39.4	5.2	2.9	-10.4	-19.5	1.0	3.2
O=C(NCc1ccccc1)C1(C(F)(F)F)CC(CCCO)CCCO1 (stereo unspecified)
    8.7	-0.1	1.4	4.6	-1.4	-4.0	-1.3	-0.4
Cc1cc(C)nc(NS(=O)(=O)c2ccc(NC(=O)Cc3ccccc3)cc2)n1
    5.1	-9.9	-0.8	2.8	6.6	18.3	-0.8	-4.4
CC(=O)c1cccc(NC(=O)N2CCCC2C(=O)Nc2ccccc2C)c1 (stereo unspecified)
    7.4	5.3	-2.7	-10.1	-1.3	-13.6	-2.0	-3.2
CC1CC(C)CN(C(=O)c2ccc(C(=O)c3ccccc3)cc2)C1 (stereo unspecified)
    11.1	11.6	0.4	41.6*	-7.5	7.3	1.8	-3.3
COc1cccc(NC(=O)CN(C)C(=O)c2cccc(NS(=O)(=O)c3ccccc3)c2)c1
    6.8	4.7	1.1	-2.7	5.2	5.8	0.4	-3.0

The results go on.
Results follow in this order: SENP8 block	PfG6PD inh	NR3A LBD binder	ATG4B inh	SENP7 block	SENP6 inh	MPTP block	HKDC1 inhibitor
Cc1ccc(C(=O)Nc2cc(Cl)ccc2N2CCCCC2)s1
    14.0	2.5	21.5*	-3.0	-8.0	6.5	7.2	-0.9
CCOc1ccc(-c2nnc(SCC(=O)O)n2Cc2ccccc2)cc1
    2.9	-12.3	-2.2	0.5	0.0	-4.4	0.6	0.4
Cc1cccc(C(=O)NC(=S)Nc2c(C)n(C)n(-c3ccccc3)c2=O)c1
    18.0	-11.8	0.3	-0.9	.	.	0.4	2.4
COc1ccc(-c2noc(=O)n2CC(=O)N2CCC(Cc3ccccc3)CC2)cc1
    -1.6	6.9	5.3	-1.8	1.9	-6.7	-0.2	13.0
Cn1c(CNc2nc(-c3ccccc3)cs2)nnc1SCC(=O)N1CCc2ccccc21
    17.1	1.2	-2.2	-5.7	-6.1	-23.8	1.8	-1.6
O=S(=O)(c1ccccc1)N1CCN=C1SCc1ccccc1
    13.5	79.1*	-1.8	3.5	-7.4	-9.4	0.8	-9.9
